# Compound activity as filed in PubChem.
# Cav3 T inh = Cav3.2 calcium influx blockers – cell-based, Fluo-4 calcium fluorescence, FDSS, MLSMR library, primary screen. Cav3.2-expressing cells; active compounds read low. B-score at 10 µM. 100,000 tested, 4% active. AID 449739, 2010;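 active means single-dose well whose peak fluorescence ratio is a statistical outlier from its plate by either plate-standardised score or position-corrected B-score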
# Target sequence (O95180 whole entry, looked up): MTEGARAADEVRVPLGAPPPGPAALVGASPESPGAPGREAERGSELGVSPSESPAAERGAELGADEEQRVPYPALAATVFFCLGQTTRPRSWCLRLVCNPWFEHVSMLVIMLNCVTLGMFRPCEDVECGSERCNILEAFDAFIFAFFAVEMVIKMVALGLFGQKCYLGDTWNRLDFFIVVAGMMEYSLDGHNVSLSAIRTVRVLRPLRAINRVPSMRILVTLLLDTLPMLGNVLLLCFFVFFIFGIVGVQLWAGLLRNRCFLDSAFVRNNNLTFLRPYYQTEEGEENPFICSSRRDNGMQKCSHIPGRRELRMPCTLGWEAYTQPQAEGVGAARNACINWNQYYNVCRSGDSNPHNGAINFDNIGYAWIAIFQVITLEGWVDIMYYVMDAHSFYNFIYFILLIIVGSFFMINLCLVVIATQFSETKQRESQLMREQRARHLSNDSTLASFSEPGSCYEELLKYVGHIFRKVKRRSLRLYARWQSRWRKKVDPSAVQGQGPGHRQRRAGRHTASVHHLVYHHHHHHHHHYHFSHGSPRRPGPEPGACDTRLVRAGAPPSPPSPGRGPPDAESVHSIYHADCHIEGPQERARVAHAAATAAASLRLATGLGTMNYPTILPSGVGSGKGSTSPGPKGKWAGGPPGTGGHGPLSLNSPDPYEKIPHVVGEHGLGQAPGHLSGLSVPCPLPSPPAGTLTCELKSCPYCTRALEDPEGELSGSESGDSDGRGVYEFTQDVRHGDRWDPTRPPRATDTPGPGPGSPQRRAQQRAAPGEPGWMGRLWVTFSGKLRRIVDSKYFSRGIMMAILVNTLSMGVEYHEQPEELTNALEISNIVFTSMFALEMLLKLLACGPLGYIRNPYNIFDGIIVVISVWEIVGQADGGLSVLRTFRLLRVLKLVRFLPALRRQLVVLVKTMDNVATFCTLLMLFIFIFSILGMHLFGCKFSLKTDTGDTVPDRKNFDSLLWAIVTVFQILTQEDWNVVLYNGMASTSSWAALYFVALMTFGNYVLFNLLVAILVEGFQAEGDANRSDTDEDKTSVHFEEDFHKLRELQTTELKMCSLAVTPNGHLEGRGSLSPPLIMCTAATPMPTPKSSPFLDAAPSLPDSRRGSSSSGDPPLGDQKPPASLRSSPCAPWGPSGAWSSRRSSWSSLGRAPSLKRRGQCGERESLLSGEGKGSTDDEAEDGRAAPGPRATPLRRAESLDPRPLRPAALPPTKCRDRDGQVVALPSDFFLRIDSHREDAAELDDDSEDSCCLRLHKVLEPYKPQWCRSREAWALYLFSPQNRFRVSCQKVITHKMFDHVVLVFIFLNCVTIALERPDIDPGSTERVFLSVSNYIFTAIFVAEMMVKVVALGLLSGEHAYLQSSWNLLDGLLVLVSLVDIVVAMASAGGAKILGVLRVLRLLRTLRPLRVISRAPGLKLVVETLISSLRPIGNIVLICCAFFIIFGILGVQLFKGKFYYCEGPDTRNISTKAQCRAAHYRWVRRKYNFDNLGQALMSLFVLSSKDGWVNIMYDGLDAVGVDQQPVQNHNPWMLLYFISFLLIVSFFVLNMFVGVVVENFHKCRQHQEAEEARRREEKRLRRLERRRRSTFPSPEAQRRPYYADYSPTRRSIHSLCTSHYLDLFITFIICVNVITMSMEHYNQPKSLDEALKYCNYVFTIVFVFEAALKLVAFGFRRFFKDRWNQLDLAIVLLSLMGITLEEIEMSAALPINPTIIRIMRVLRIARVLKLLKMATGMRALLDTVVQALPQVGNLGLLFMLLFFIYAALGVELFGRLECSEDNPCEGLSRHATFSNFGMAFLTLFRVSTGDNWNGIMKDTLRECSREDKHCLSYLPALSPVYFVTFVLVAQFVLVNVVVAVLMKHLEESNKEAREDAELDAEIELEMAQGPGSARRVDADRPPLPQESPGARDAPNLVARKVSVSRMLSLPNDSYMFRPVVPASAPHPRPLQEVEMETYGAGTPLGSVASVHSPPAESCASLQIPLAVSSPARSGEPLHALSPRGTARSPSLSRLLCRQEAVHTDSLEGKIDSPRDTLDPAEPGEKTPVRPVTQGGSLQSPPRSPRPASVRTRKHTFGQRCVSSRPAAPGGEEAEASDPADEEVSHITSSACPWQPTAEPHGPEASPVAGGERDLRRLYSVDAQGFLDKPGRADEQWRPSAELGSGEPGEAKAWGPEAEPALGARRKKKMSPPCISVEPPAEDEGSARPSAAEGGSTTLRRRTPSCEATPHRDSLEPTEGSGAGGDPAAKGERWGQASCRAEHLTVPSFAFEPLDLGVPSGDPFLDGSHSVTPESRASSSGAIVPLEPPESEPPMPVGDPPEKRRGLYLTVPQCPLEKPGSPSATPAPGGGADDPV
# Active calls of the source: *. A portion of the library; the hit share may differ from the screen's.
SMILES,Cav3 T inh
O=c1c2c(-c3cccs3)csc2ncn1-c1ccc(Br)cc1,-2.39
COc1ccc(-c2nn3c(C4CCCCC4)nnc3s2)cc1OC,-0.19
COC(/C=C/Nc1ccc(OC)cc1)=C(C#N)C#N,-2.81
CC1(C)Cc2ccccc2C(=O)N1,0.948
Cc1nn(C)c(C(=O)NNC(=S)NCc2ccco2)c1Cl,0.884
COc1ccc(/C=C2\SC(c3ccc(C)cc3)=NC2=O)cc1OC,-1.28
Cc1ccc2[nH]c(=O)c(CN(CCO)C(=O)N(C)C)cc2c1,-0.636
c1ccc(CSc2nnc(-c3ccco3)n2Cc2ccco2)cc1,-2.32
Nc1c2c(nc3ccc(Br)cc13)N(c1ccccc1)CC2,0.0151
CC(NC(=O)Cn1nc(C(=O)O)c2ccccc2c1=O)c1ccccc1 (stereo not given),-0.0245
O=S(=O)(c1ccccc1Cl)N1CCCC1c1nc(-c2ccccc2Cl)no1 (stereo not given),-3.6
CCOC(=O)COc1ccc(/C=C2/SC(=Nc3ccccc3)N(Cc3cccnc3)C2=O)cc1OC,-1.15
Cc1cc(C)cc(NC(=S)N2CCC(c3nc4ccccc4s3)CC2)c1,-0.199
O=C(CSc1nc2ccccc2n1CC(=O)NCc1ccccc1)NCc1ccco1,0.0339
COC(=O)C1=C(C(=O)OC)[C@@H]2N(C)c3ccc(OC)cc3[C@@]23C[C@@H](C(=O)OC)N(C(=O)c2ccc(Br)cc2)C3=N1,-0.717
Brc1ccccc1-c1nnc(CSc2nnc3sc4ccccc4n23)o1,1.19
COc1ccc(OC)c(C2CC(=O)N3CN(c4ccccc4F)CSC3=C2C#N)c1 (stereo not given),-0.536
COC(=O)c1c(-c2ccccc2)csc1N,-0.376
CC1CCc2c(sc3c2C2=NS(=O)(=O)CCN2C=N3)C1 (stereo not given),-0.746
C=C(C)C(=O)Nc1cccc(C2=NOC3(C2)C[C@@H](C(N)=O)N(C(=O)c2ccc(OC)cc2)C3)c1 (stereo not given in full),0.838
O=C(CSC(=S)N1CCCCC1)N1N=CCC1c1ccccc1 (stereo not given),-0.261
CCOC(=O)C1=C(C)NC(C)=C(C(=O)OCC)C1C(=O)O,-0.593
O=C(Nc1ccccc1F)C1CCCN(S(=O)(=O)c2cccc3cccnc23)C1 (stereo not given),0.887
CCCNC(=O)Cn1cnc2sc(C(=O)Nc3ccc4c(c3)OCO4)c(C)c2c1=O,0.0934
O=C(O)C1CC=C(Cl)CC1C(=O)NCC1OCCc2ccccc21 (stereo not given),0.709
FC(F)(F)c1nc(N2CCCC2)ncc1-c1nnnn1-c1ccc(Cl)cc1,-4.8*
Cc1cc(S(=O)(=O)N2CCOCC2)ccc1F,0.0962
CC(C)COC(=O)N1CCCC1C(=O)O (stereo not given),1.45
CCOC(=O)c1oc2ccccc2c1CN1CCN(C(=O)c2ccccc2)CC1,-0.846
COCCn1c(Sc2ccccc2)nc2c1c(=O)[nH]c(=O)n2C,0.31
COc1ccc(CNC(=O)c2ccccc2SC)cc1,-1.14
OC(CN1CCCCC1)CN1CCCCC1,0.901
Cc1ccccc1CNc1ccc(C(CC(N)=O)NC(=O)c2ccccc2)cc1[N+](=O)[O-] (stereo not given),0.447
Clc1cccc(CSc2nnc([C@@H]3CCCN3)o2)c1,0.467
COC(=O)c1cc(CSc2nnc(-c3ccccc3)c(-c3ccccc3)n2)oc1C,-1.19
CC(C)(C)c1nc2ccccc2[nH]1,0.534

# Filtered by structure, those above containing a halogen
SMILES,Cav3 T inh
O=c1c2c(-c3cccs3)csc2ncn1-c1ccc(Br)cc1,-2.39
Cc1nn(C)c(C(=O)NNC(=S)NCc2ccco2)c1Cl,0.884
Nc1c2c(nc3ccc(Br)cc13)N(c1ccccc1)CC2,0.0151
O=S(=O)(c1ccccc1Cl)N1CCCC1c1nc(-c2ccccc2Cl)no1 (stereo not given),-3.6
COC(=O)C1=C(C(=O)OC)[C@@H]2N(C)c3ccc(OC)cc3[C@@]23C[C@@H](C(=O)OC)N(C(=O)c2ccc(Br)cc2)C3=N1,-0.717
Brc1ccccc1-c1nnc(CSc2nnc3sc4ccccc4n23)o1,1.19
COc1ccc(OC)c(C2CC(=O)N3CN(c4ccccc4F)CSC3=C2C#N)c1 (stereo not given),-0.536
O=C(Nc1ccccc1F)C1CCCN(S(=O)(=O)c2cccc3cccnc23)C1 (stereo not given),0.887
O=C(O)C1CC=C(Cl)CC1C(=O)NCC1OCCc2ccccc21 (stereo not given),0.709
FC(F)(F)c1nc(N2CCCC2)ncc1-c1nnnn1-c1ccc(Cl)cc1,-4.8*
Cc1cc(S(=O)(=O)N2CCOCC2)ccc1F,0.0962
Clc1cccc(CSc2nnc([C@@H]3CCCN3)o2)c1,0.467

# Next section
SMILES,Cav3 T inh
CCCS(=O)(=O)N1CCN(Cc2ccncc2)CC1,0.226
O=C(C1CCCCC1)N1CCC(n2nnc3ccccc32)CC1,0.804
COc1ccccc1-c1nnc(SCC(=O)N2CCOCC2)o1,-0.146
O=C(COC(=O)c1ccccc1S(=O)(=O)N1CCCCC1)NCC(F)(F)F,1.17
O=C(NCCNCCO)C1(C(F)(F)F)C/C(=C\Cc2ccccc2)CCCO1 (stereo not given),-0.0162
O=C(CSc1ncnc2c1oc1ccccc12)Nc1ccc2c(c1)OCCO2,-1.31
Cc1cccc(N(Cc2cc3ccccc3[nH]c2=O)C(=O)c2ccco2)c1C,-0.209
O=c1oc2ccccc2c(N2CCCCC2)c1CN1CCCC1,-0.136
CCOC(=O)COc1cccc2c(=O)n(CC(=O)N3CCC(C)CC3)ccc12,0.736
COCCN(C(=O)Nc1ccccc1)C(C)c1cccnc1 (stereo not given),0.00149
OCC1OC(n2cnc3c(NC4CCCCC4)ncnc32)C(O)C1O (stereo not given),0.0797
O=C(c1cccc(C(F)(F)F)c1)N1CCN(c2cc(=O)[nH]nc2-c2ccccc2)CC1,1.8
CCn1cc(-c2nnnn2-c2ccc(Cl)cc2)c(=O)c2ccccc21,0.0285
Cc1ccc(N2CC(C(=O)OCc3ccccc3)CC2=O)cc1 (stereo not given),-0.488
N#CCCN1CCN(S(=O)(=O)c2ccc(S(=O)(=O)N3CCCCCC3)cc2)CC1,0.0626
Cc1ccc(N(C(=O)C(F)(F)F)C(C(=O)NC2CCCCC2)c2cccs2)cc1C (stereo not given),1.11
COc1ccc(S(=O)(=O)N2CCN(CCO)CC2)cc1-c1nnc2c3ccccc3c(C)nn12,-0.0475
O=C(Nc1ccc(S(=O)(=O)Nc2ncccn2)cc1)c1ccc(Br)s1,0.0673
COC(=O)C1=CNC=C(C(=O)OC)C1c1ccc(C(=O)OC)cc1,-1.6
CCOC(=O)c1[nH]c2ccccc2c1NC(=O)c1cc(OC)c(OC)c(OC)c1,-2.09
CCOC(=O)N1CCN(C(=O)COc2ccc(S(=O)(=O)NCc3ccccc3)cc2)CC1,0.443
COc1cc(C(c2sc3ncnn3c2O)N2CCN(c3ccccc3F)CC2)cc(OC)c1OC (stereo not given),0.361
O/N=C1\CCc2cc(Cl)ccc21,2.45*
Cc1ccc(C(=O)N2CCCC(c3nc4c(nnn4Cc4ccccc4)c(=O)[nH]3)C2)cc1 (stereo not given),1.79
CCOc1ccc(-c2nc(CSCC(=O)NCCN3CCOCC3)c(C)o2)cc1,1.03
CSc1cccc(-n2cc(-c3ccc4c(c3)OCO4)[nH]c2=O)c1,-2.2
CCOC(=O)c1cn(CC)c2cc(N3CCCCC3)c(F)cc2c1=O,0.911
Cc1nc(NCCN2CCOCC2)c2nnn(Cc3c(F)cccc3Cl)c2n1,-2.71
Cc1cc(C)nc(SCC2COc3ccccc3O2)n1 (stereo not given),-2.58
CC(C)(CNCC(O)c1ccccc1)N1CCOCC1 (stereo not given),-0.124
Cc1cccc(N2CCN(C(=O)C34CC5CC(CC(C5)C3)C4)CC2)c1C,-1.24
O=C(Nc1ccccc1C1CC1)c1cccs1,0.109
O=C(Nc1ccc2c(c1)OCO2)C1CCN(S(=O)(=O)Cc2ccccc2)CC1,-0.00285
CCCCC(CC)CNC(=O)C1CCCN(S(=O)(=O)c2cnc[nH]2)C1 (stereo not given),-1.36
COc1ccc(NC(=O)CN(c2ccc(C(C)C)cc2)S(=O)(=O)c2c(C)noc2C)cc1OC,-0.814
Cc1cc(NC(=O)CSc2nc3c(c(=O)n2-c2ccc(Br)cc2)SCC3)no1,0.0173
O=C(CCN1C(=O)c2ccccc2C1=O)N1CCC(c2ccccc2)C1 (stereo not given),0.744
O=C(OCC(CO)OC(CO)n1ccc(=O)[nH]c1=O)c1ccccc1 (stereo not given),-0.0921
O=C(CSc1nc2cc(Cl)ccc2o1)c1cccs1,-0.891
CS(=O)(=O)N(Cc1ccccc1)c1ccccc1C(=O)O,0.96
O=C(Nc1ccc(Br)cc1F)C1CCCN(S(=O)(=O)c2cnc[nH]2)C1 (stereo not given),0.538
Cc1ccc(CNC(=O)CS(=O)Cc2nc(-c3cccs3)oc2C)cc1 (stereo not given),-1.52
CCOC(=O)c1nn(-c2ccccc2C)c2nc(-c3ccc(Cl)cc3)c(C#N)c(=O)n12,-0.0356
O=C1CCCc2nn(-c3ccccc3)c(-c3ccncc3)c21,-0.00408
COc1ccc(C(=O)NCCCn2ccnc2)cc1,0.00988
Cc1ccccc1OCCCC(=O)Nc1ccc(N2CCOCC2)cc1,0.63
COC(=O)c1ccc(=O)c2nc3/c(=C/O)c(O)cc(=O)c3[nH]c12,1.01
Cc1ccccc1NC(=O)CSc1nc(N)c(C#N)cc1C#N,0.0708

# Reprinted from the part before: three compounds; new compounds follow.
SMILES,Cav3 T inh
Cc1ccccc1OCCCC(=O)Nc1ccc(N2CCOCC2)cc1,0.63
COC(=O)c1ccc(=O)c2nc3/c(=C/O)c(O)cc(=O)c3[nH]c12,1.01
Cc1ccccc1NC(=O)CSc1nc(N)c(C#N)cc1C#N,0.0708
CCCCN(Cc1ccccc1)C(=O)C1CCN(S(=O)(=O)c2c(C)noc2C)CC1,1.93
COCCN1C=C2C(=O)C(C)(OC(=O)c3cccs3)C(=O)C=C2C=C1CCCC(=O)OC (stereo not given),-0.43
Cc1ccc(C)c2nc(SCC(=O)NCc3cccs3)c(C#N)cc12,-2.46
CC(C)(C)NC(=O)COC(=O)c1nsc(Cl)c1Cl,-1.59
CC1(C)CC(NC(=O)C2CCCCC2C(=O)O)CC(C)(C)N1 (stereo not given),0.969
C=CCn1c(SCC(=O)N2CCc3ccccc3C2)nc2ccccc2c1=O,-2.3
Fc1ccccc1CSc1ncnc2c1oc1ccccc12,0.0101
CCCOc1ccc(-c2nnc(-c3cccs3)o2)cc1,-0.201
O=C(NCCCN1CCCC1=O)c1cc(=O)c2ccccc2o1,-1.22
Cc1cc2c(N)cccc2nn1,0.341
CC1(C)Cc2c(sc3ncn4nc(CCC(=O)O)c(=O)nc4c23)CO1,-3.5
COC(=O)c1c(N)c(C#N)c2n1CCCCC2,0.501

# Random excerpt: 4 records from the list.
SMILES,Cav3 T inh
O=C(NCCCN1CCCC1=O)c1cc(=O)c2ccccc2o1,-1.22
C=CCn1c(SCC(=O)N2CCc3ccccc3C2)nc2ccccc2c1=O,-2.3
COC(=O)c1c(N)c(C#N)c2n1CCCCC2,0.501
Cc1ccc(C)c2nc(SCC(=O)NCc3cccs3)c(C#N)cc12,-2.46

# Next section.
SMILES,Cav3 T inh
CCCCCc1nc2ccccc2c(=O)n1N,1.18
CCCS(=O)(=O)N1CCCC(C(=O)N2CCN(c3ccccn3)CC2)C1 (stereo not given),-0.354
CCc1cc(-c2n[nH]c(C)c2Oc2ccc(C(C)C)cc2)c(O)cc1O,-0.0367
COc1ccc2[nH]cc(C(=O)CN3CCCCC3C)c2c1 (stereo not given),-0.000604
Cc1ccc(OCCCC(=O)Nc2nncs2)cc1,0.0168
Oc1ccccc1-c1cc(-c2cccc(F)c2)n[nH]1,-2.21
COc1ccc(-c2c(C)oc3cc(O)cc(O)c3c2=O)cc1OC,0.331
O=C(Cc1ccccc1)Nc1cccc(-c2nnc(-c3ccco3)o2)c1,-0.183
COc1cc(CNCc2ccncc2)cc(Br)c1OCc1ccccc1F,-1.41
CC(C)n1c(CCC(=O)O)ccc1-c1ccccc1,1.05
CCCCOc1cccc(-c2nnc(N)s2)c1,-1.7
CCOCCCNCc1cccc(OC)c1,1.01
Cc1ccccc1OCc1nc(-c2ccc(-n3cccc3)cc2)no1,0.388
CCC(Sc1nc(C)cc(C)n1)C(=O)Nc1ccc(Cl)cn1 (stereo not given),-0.712
Cn1c(CNc2nc3ccccc3n2C)nc2ccccc21,1.93
COc1cccc(C(=O)CSc2nc3cccnc3n2C)c1,0.81
COc1cc(C2NC(=O)NC(C)=C2C(=O)OCc2ccccc2)ccc1O (stereo not given),-0.485
CCOc1cc(C(=O)Nc2c3c(nn2C(C)(C)C)CS(=O)C3)cc(OCC)c1OCC (stereo not given),1.46
CC(C)(C)OC(=O)NCCc1nnc(S(=O)(=O)Cc2ccc(Cl)cc2Cl)o1,0.383
COc1cc2c(c(OC)c1)C(c1ccncc1)CC(=O)N2 (stereo not given),0.988
CC(=O)c1c(N2CCCC2)nc(=S)n(-c2ccccc2)c1C,0.724
COc1cccc(C(=O)Nc2c(F)c(F)c(F)c(F)c2F)c1,-0.233
CCOC(=O)c1ccc(N2C(=O)CC(N(C)Cc3ccccc3)C2=O)cc1 (stereo not given),0.0731
CCOC(=O)c1cc(C(=O)OCC)c2cc(Br)ccc2n1,-3.08
COc1cccc(-c2cc(C(F)(F)F)nc(N3CCOCC3)n2)c1,-1.43
CCc1ccc(NC2=NC(C(=O)NC3CCCCC3)CC(=O)N2)cc1 (stereo not given),0.92
CC1(NC(=O)c2cc(S(=O)(=O)N3CCCCC3)ccc2Cl)CCS(=O)(=O)C1 (stereo not given),0.519
CCCSC(=O)N(CC)CC(=O)Nc1c(CC)cccc1CC,-1.9
COc1ccc(S(=O)(=O)Cc2ccc(C(=O)N3CCN(c4cccc(C)c4C)CC3)o2)cc1,-2.01
CC1CCCN(CC(=O)Nc2ccc(S(=O)(=O)N3CCCCC3)cc2)C1 (stereo not given),0.456
COc1ccccc1OCCCCCNCCO,1.17
CC(CC(=O)NC1CCCC1)c1ccccc1 (stereo not given),1.52
O=C(CSc1nc2ccccc2s1)NNC(=O)Nc1ccc(Cl)c(Cl)c1,-3.22
CCCCNC(=O)n1c(SC)nc2ccccc21,0.0656
Cc1ccc(C(=O)CCNc2ccc(Cl)cc2)o1,-0.907
O=C(Nc1ccc2c(c1)OCCO2)c1c(F)c(F)c(F)c(F)c1F,-0.114
